# Source: PubChem (The Scripps Research Institute Molecular Screening Center)
# CHRM4 antagonist: antagonists of human muscarinic M4 receptor (CHRM4); CHO-hM4 cells, ACh EC80, Fluo-8 calcium fluorescence; inhibition, % at 3 µM; 360,000 compounds, 0.73% hits; AID 624125;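 active means inhibition above its plate's cutoff, the mean inhibition of sample wells plus 3 SD, cut at about 27% in these data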;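 further: 0% = acetylcholine EC80 with DMSO and 100% = DMSO without agonist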
# CHO-K1 Ca ag: counter-screen for M1 agonists: effect in parental CHO-K1 cells | Fluo-8 calcium fluorescence; scaled to maximal ATP response, vehicle zero | 360,000 compounds, 0.48% hits | AID 602248 | activation, % at 3 µM; in the data active means activation above about 15%;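 further: untransfected CHO-K1 host cells lacking M1 receptor as counterscreen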
# CHO parental Ca: signal in parental CHO cells, OX1R antagonist counter-screen | parental CHO-K1, ATP-induced calcium, Fluo-8 fluorescence | inhibition, % at 5.6 µM | 330,000 compounds, 0.63% hits;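 active means inhibition above that plate's mean sample inhibition plus 3 SD, cut at about 26% in these data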;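 further: 0% = ATP-challenged DMSO wells and 100% = DMSO wells without ATP; some compounds past the cut are filed as inactive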
#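 Material: parental CHO cells / Compound: single nominal dose of 5.6 µM per compound / Signal: Fluo-8 fluorescence / Replicates: singlicate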
# CHO-K1 Ca antag: nonselective inhibitor or artifact in parental CHO-K1 cells. ATP-induced calcium, Fluo-8 fluorescence. inhibition, % at 3 µM. 360,000 compounds, 0.6% hits;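 active means inhibition above a per-plate cutoff, the plate's mean sample inhibition plus 3 SD, cut at about 24% in these data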;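 further: 0% = DMSO plus EC80 ATP and 100% = DMSO alone without ATP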
# M4 ag: CHRM4 agonism in calcium assay | CHO-K1 hM4/Gqi5, Fluo-8 calcium fluorescence; vehicle 0%, full acetylcholine response 100% | AID 624127 | 360,000 compounds, 0.14% hits | activation, % at 3 µM;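 active means activation above the run mean over all test wells plus 3 SD, cut at about 32% in these data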;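 further: peak over basal fluorescence ratio per well then scaled between controls; 0% = DMSO wells and 100% = acetylcholine at EC100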
# M1 PAM: positive allosteric modulators of human M1 muscarinic receptor; P11229; CHO-K1 hM1, Fluo-8 calcium fluorescence, ACh EC20; 0% = ACh EC20, 100% = maximal ACh; activation, % at 3 µM; 360,000 compounds, 0.088% hits; in the data active means activation above about 19%, passing the limit was not always enough
# Target sequence (P11229 whole entry, looked up): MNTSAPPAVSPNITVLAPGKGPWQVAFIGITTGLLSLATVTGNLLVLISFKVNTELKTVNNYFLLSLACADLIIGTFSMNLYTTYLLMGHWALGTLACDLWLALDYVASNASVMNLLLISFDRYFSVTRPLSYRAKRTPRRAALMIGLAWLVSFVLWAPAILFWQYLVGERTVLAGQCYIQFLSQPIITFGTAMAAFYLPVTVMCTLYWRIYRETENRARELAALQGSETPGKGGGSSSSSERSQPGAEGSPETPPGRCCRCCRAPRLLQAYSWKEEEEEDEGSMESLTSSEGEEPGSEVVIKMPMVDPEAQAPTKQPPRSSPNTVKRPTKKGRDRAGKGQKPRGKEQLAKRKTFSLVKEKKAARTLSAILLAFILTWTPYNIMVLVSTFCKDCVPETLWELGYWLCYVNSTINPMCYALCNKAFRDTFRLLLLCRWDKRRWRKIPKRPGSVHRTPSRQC
# CHRM1 agonist: activates human CHRM1 receptor; P11229; CHO-K1 hM1, Fluo-8 calcium fluorescence, agonist mode; 0% DMSO, 100% acetylcholine EC100; activation, % at 3 µM; 360,000 compounds, 0.33% hits; AID 588814;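 active means activation above the run's mean compound activation plus 3 SD, cut at about 16% in these data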;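 further: peak over basal fluorescence ratio within a 140 s kinetic read after compound addition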
# OXTR potentiator: human OXTR potentiation | CHO-OTR cells, Fluo-8 calcium fluorescence, potentiator mode; 0% = oxytocin EC15, 100% = EC100 | P30559 | activation, % at 3 µM | 320,000 compounds, 0.061% hits;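 active means activation above that plate's cutoff, the mean activation of tested compounds plus 3 SD, cut at about 6.6% in these data, passing the limit was not always enough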;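 further: 100% uses oxytocin at 75 nM as the full agonist control; some results filed as inactive read as strong as hits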
# Target sequence (P30559 whole entry, looked up): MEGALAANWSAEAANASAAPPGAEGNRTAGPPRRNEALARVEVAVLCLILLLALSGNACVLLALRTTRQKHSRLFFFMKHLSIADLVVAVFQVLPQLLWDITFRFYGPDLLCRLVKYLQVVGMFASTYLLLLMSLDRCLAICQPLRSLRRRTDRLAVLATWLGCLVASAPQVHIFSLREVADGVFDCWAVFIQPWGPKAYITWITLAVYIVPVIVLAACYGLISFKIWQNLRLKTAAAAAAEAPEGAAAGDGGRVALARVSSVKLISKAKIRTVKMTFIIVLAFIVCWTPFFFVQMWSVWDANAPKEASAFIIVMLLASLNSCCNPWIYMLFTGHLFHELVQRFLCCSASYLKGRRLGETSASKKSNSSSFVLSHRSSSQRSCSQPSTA
#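 Material: CHO-OTR cells, human receptor; compound dosing: single dose, 3.0 µM nominal final compound concentration; schedule: 6 min compound pre-incubation at room temperature, 100 s kinetic read; measured by: kinetic Fluo-8 calcium fluorescence; read-out basis: % activation vs EC15 and EC100 oxytocin; controls: EC15 oxytocin alone as 0%, 75 nM oxytocin as 100%; replicates: singlicate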
# M1 antag: blocks human M1 muscarinic receptor; CHO-K1 hM1, Fluo-8 calcium fluorescence, ACh EC80 antagonist; 360,000 compounds, 1.3% hits; P11229; inhibition, % at 3 µM; AID 588852;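 active means percent inhibition above its own plate's cutoff, namely the mean of that plate's compound wells plus 3 SD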;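 further: peak over basal fluorescence ratio during 140 s after agonist addition; 0% = ACh EC80 plus DMSO and 100% = DMSO alone without agonist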
# Active calls of the source: *; nt = not tested or not shown.
smiles	CHRM4 antagonist	CHO-K1 Ca ag	CHO parental Ca	CHO-K1 Ca antag	M4 ag	M1 PAM	CHRM1 agonist	OXTR potentiator	M1 antag
COc1ccc([C@H]2CC(=O)C=C(c3ccc(Oc4ccccc4)cc3)C2)cc1OC	9	0.6	-12	-17	3	-2	-1	-3	1
COc1ccccc1-c1cnnc(N/N=C/c2ccc(-c3cccc(Br)c3)o2)n1	-5	-0.2	-22	3	1	2	-2	-5	4
Cc1ccc(Nc2ncc(C(=O)NCCCN3CCN(C)CC3)c3ccccc23)cc1Cl	1	6.5	-27	-6	3	-3	-8	-29	16
COCCCNC(=O)Cn1cc(/C=C(\C#N)C(=O)NC2CC2)c2ccccc21	-4	0.1	-9	2	1	9	-1	-1	-12
Cn1c(COc2ccccc2)nnc1SCC(=O)NCc1ccccc1	-2	0.0	-6	-17	2	-5	-4	6	11
COc1cccc(NC(=O)C2(C)CCN2C(=O)Cc2cccc3ccccc23)c1 (stereo not given)	-10	1.8	nt	-8	7	0	-3	nt	-5
CC1(C)CC2CC(C)(CN2S(=O)(=O)c2cccc(C(=O)OCC(=O)NC(N)=O)c2)C1 (stereo not given)	-10	0.3	-9	4	7	12	-3	-1	-16
O=C(O)Cc1ccc(NC(=O)Nc2cccc3ccccc23)cc1	-7	0.6	15	1	1	12	-1	-2	-19
C=CCn1cc(/C=C2\SC(N3CCOCC3)=NC2=O)c2ccccc21	1	0.3	-33	-10	1	17	-1	7	-16
COc1ccc(C(=O)NCC(c2cccs2)N2CCc3ccccc32)c(OC)c1 (stereo not given)	-7	5.2	-31	-32	4	-4	-2	-14	-4
O=C(CNC(=O)c1ccccc1Br)N/N=C/c1ccc(O)cc1	3	3.6	3	-6	12	-2	-7	-23	4
O=C(CCCCCN1C(=O)CCC1=O)Nc1ccc(Br)cc1F	-10	0.3	-12	-1	0	2	-6	-13	-6
COc1ccc(NC(=O)C#Cc2ccccc2)cc1OC	-9	0.8	-10	-10	3	8	-6	-6	-22
COc1ccc(S(=O)(=O)NC(C)C(=O)NCc2ccccn2)cc1Cl (stereo not given)	6	0.3	-9	-16	2	3	-7	-6	1
CCc1ccc(CNc2ccc3c(c2)ncn3C)cc1	15	0.8	-15	15	1	-8	-10	-7	13
COc1ccc(-c2[nH]ncc2-c2nc(C)cs2)c(O)c1	5	-0.2	-7	5	6	1	-1	-6	-1
COc1ccc(O)c(/C=N/NS(=O)(=O)c2ccc(C)cc2)c1	-3	0.6	-11	-11	10	5	0	-6	-10
COc1ccc(CCNC(=O)COc2ccc([N+](=O)[O-])cc2)cc1	0	0.2	0	-9	1	18	-7	-6	-7
COc1ccc(C(=O)N2CCCC(CO)C2)cc1OC1CCN(C(C)C)CC1 (stereo not given)	-17	0.9	nt	-15	0	5	-5	nt	-17
Cc1ccc(Cn2c(=O)n(-c3ccccc3)c(=O)c3ccc(C(=O)NCc4ccco4)cc32)cc1	-10	2.7	-13	11	10	7	6	3	1
CCOC(=O)c1c(NC(=O)c2cc3n(n2)C(C(F)(F)F)CC(c2ccccc2)N3)sc(C)c1C (stereo not given)	0	0.5	-15	0	0	-3	-2	-8	10
O=C(OCC(=O)N1CCC(Cc2ccccc2)CC1)c1cncc(Br)c1	7	3.7	-13	-6	8	-10	-6	-1	9
C[C@H](CO)N1C[C@H](C)[C@@H](CN(C)Cc2ccc(-c3ccccc3)cc2)Oc2ccc(NC(=O)Cn3cnnn3)cc2C1=O	3	0.9	-21	-18	0	2	-9	6	-5
C#Cc1ccc([C@@H]2C=C(C(=O)OCC=C)O[C@H](OCCCCO)C2)cc1	-16	0.2	-1	-18	2	11	-4	-10	-18
COC(=O)c1ccc(-c2noc(CN(Cc3nccn3C)C(C)C)n2)cc1	10	1.2	-23	-3	2	-10	-15	-7	2
CCOc1ccc2[nH]c3c(NCCOC)ncnc3c2c1	-2	0.6	-12	-6	0	1	-8	-16	4
COc1ccc(/C=N/NC(=O)c2ccc3ccccc3c2)cc1OS(=O)(=O)c1ccc(NC(C)=O)cc1	28*	2.4	18	0	16	-15	-3	-8	26
FC(F)(F)c1nnc2ccc(N3CCN(c4ccccc4)CC3)nn12	-5	0.1	-14	-2	0	5	1	-8	-33
Cc1ccc(NC(=O)c2cc(=O)c3ccccc3o2)cc1S(=O)(=O)N1CCOCC1	1	5.9	-17	-10	12	-2	-1	-16	0
CCOC(=O)c1ccc(NC(=O)CSC2=NN3CCCC(=O)N=C3S2)cc1	-4	5.4	-5	-11	5	-7	-1	-13	12
Cc1ccc(-c2nnc(Nc3ccc(C(=O)N(C)C)cc3)c3ccccc23)cc1S(=O)(=O)NCC1CCCO1 (stereo not given)	1	-0.1	-23	-4	1	6	-9	-10	-7
CCOC(=O)N1CCC(NC(=O)CSCc2nc(-c3ccccc3Cl)oc2C)CC1	-4	2.1	-28	-10	5	1	-3	-14	-2
CCCc1cc(=O)[nH]c(SCC(=O)NCCN2C(=O)CSC2=O)n1	4	0.0	1	-10	0	-1	-3	-6	9
Cn1ncc(Br)c1C(=O)Nc1ccc(Cl)cn1	0	0.1	1	-5	1	10	3	-6	-9
Cc1ccc(CS(=O)Cc2ccc(C(=O)NCc3ccc(OC(C)C)cc3)o2)cc1 (stereo not given)	-15	6.4	-23	-16	16	5	-2	-10	-6
O=C(Cc1cccs1)N1CCC(c2nc3c(nnn3Cc3ccc(F)cc3)c(=O)[nH]2)CC1	-9	1.0	-17	-36	0	7	-11	-3	-11
CCCNc1cc(=O)n(C)c(=O)n1C	18	0.4	12	-15	1	17	-1	-1	-18
O=C(O)COc1ccc(-c2nnn(CC(=O)O)n2)cc1	-2	1.0	4	-13	0	7	-5	6	-13
Cc1ccc(-n2nnnc2SCC(=O)N2CCc3ccccc3C2)c(C)c1	3	1.0	-26	-8	4	-2	-7	-9	2
Cn1cccc1/C=C1\CC(C(C)(C)C)C/C(=C\c2cccn2C)C1=O (stereo not given)	5	-0.4	5	24*	0	3	-2	-10	-1
CCOc1cc(C)c(Cl)cc1S(=O)(=O)n1ccnc1	-1	0.2	-17	-9	1	2	-5	5	3
C/C(CC(=O)NC1CCCC1)=N\NC(=O)Cc1cccs1	-9	1.2	-9	-6	1	-6	-6	-7	4
Cc1cc2cc(CNC(=O)c3cccs3)ccc2n1C	1	2.6	-20	0	3	-12	-10	-9	4
CCNc1nc(NCC)n2c(SCC(=O)Nc3ccc(F)cc3[N+](=O)[O-])nnc2n1	4	1.5	-19	-12	0	4	-6	-1	-2
Cc1noc(C)c1CN1C(=O)NC2(CCCCCCC2)C1=O	-4	0.4	-2	1	2	-6	-3	-8	-1
CNC(=O)CSc1cn(CC(=O)N(C(C)C)C(C)C)c2ccccc12	4	-0.2	-15	9	0	-10	-4	1	28
Cn1nc(C(=O)Nc2ccc(S(=O)(=O)Nc3ncccn3)cc2)ccc1=O	-2	1.1	5	-22	0	4	-5	-1	-10
CCN(CC)CCCNC(=S)N(Cc1cccnc1)Cc1cc2cccc(C)c2[nH]c1=O	-6	0.5	-9	-1	0	-9	-14	1	3
COc1ccccc1CNS(=O)(=O)c1cc(C)ccc1OC	2	4.9	-1	-7	1	4	-3	-17	-3
O=C(NCCN1C(=O)CSC1=O)c1ccccc1	1	0.5	-15	-5	0	2	-1	-8	-4
Cc1ccc2c(c1)nnn2C1CCN(CC(=O)c2ccc(Cl)cc2)CC1	6	-0.2	-19	-13	0	4	-5	-3	7
CCOC(=O)CNC(=O)CSc1nccn1Cc1ccco1	-13	0.5	-12	-11	3	6	-3	-5	-5
Cc1c(C(=O)N(C)C)c2cc(Cl)ccc2n1O	1	0.0	-13	8	1	5	1	1	4
Cc1onc(-c2ccccc2Cl)c1C(=O)Nc1ccc(Br)cc1	-6	-1.3	5	-5	1	0	-10	3	-3

# A different layout for four compounds above:
COc1ccccc1CNS(=O)(=O)c1cc(C)ccc1OC
  CHRM4 antagonist: 2 | CHO-K1 Ca ag: 4.9 | CHO parental Ca: -1 | CHO-K1 Ca antag: -7 | M4 ag: 1 | M1 PAM: 4 | CHRM1 agonist: -3 | OXTR potentiator: -17 | M1 antag: -3

O=C(NCCN1C(=O)CSC1=O)c1ccccc1
  CHRM4 antagonist: 1 | CHO-K1 Ca ag: 0.5 | CHO parental Ca: -15 | CHO-K1 Ca antag: -5 | M4 ag: 0 | M1 PAM: 2 | CHRM1 agonist: -1 | OXTR potentiator: -8 | M1 antag: -4

Cc1ccc2c(c1)nnn2C1CCN(CC(=O)c2ccc(Cl)cc2)CC1
  CHRM4 antagonist: 6 | CHO-K1 Ca ag: -0.2 | CHO parental Ca: -19 | CHO-K1 Ca antag: -13 | M4 ag: 0 | M1 PAM: 4 | CHRM1 agonist: -5 | OXTR potentiator: -3 | M1 antag: 7

CCOC(=O)CNC(=O)CSc1nccn1Cc1ccco1
  CHRM4 antagonist: -13 | CHO-K1 Ca ag: 0.5 | CHO parental Ca: -12 | CHO-K1 Ca antag: -11 | M4 ag: 3 | M1 PAM: 6 | CHRM1 agonist: -3 | OXTR potentiator: -5 | M1 antag: -5
